# Source: PubChem BioAssay
# ABCB6 inh 2: human ABCB6 transporter inhibition; K562-ABCB6 porphyrin accumulation, flow cytometry, 1 h; stronger effect = lower value; fluorescence ratio to DMSO, % at 10 µM; hit rate 0.19% among 360,000;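 active = fluorescence ratio to DMSO below 75%, the collection mean minus 3 SD; inconclusive = too few cells collected in the well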;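 note: signal is porphyrin accumulated inside mitochondria; 100% equals median channel fluorescence of DMSO control wells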
# MC4R antagonist: antagonists of human melanocortin 4 receptor (MC4R); hit rate 0.48% among 360,000; inhibition, % at 6.5 µM; MC4R-expressing cells, MTII-stimulated cAMP, LANCE TR-FRET;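 active = inhibition above its plate's cutoff, the mean of tested wells on that plate plus 3 SD, cut at about 29% in these data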;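 note: 0% = Melanotan II alone and 100% = Melanotan II plus saturating MCL0020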
# Target sequence (P32245 whole entry, looked up): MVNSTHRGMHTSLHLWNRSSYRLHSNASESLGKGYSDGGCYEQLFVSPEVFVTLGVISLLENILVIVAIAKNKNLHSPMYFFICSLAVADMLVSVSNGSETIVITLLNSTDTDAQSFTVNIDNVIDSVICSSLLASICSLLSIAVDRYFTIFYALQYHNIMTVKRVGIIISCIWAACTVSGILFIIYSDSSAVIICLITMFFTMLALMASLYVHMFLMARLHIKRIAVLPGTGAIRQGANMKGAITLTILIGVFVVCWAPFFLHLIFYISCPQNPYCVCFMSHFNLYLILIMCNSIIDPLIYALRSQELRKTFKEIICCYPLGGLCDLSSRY
#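 Material: U2OS-MC4R stable cell line | Reagent: Melanotan II challenge after compound preincubation | Doses: One concentration, 6.5 µM nominal | Incubation: 30-min compound preincubation, 1-h Melanotan II challenge, 1-h detection, room temperature | Signal: TR-FRET cAMP assay | Replicates: One well per compound, no replicates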
# Vif inh: blocks HIV Vif function | hit rate 0.35% among 340,000 | HEK293T cells, Vif self-association by quenched fluorescence, imaging, 24 h | AID 602346 | inhibition, % at 7.49 µM; in the data active = inhibition above about 50%, passing the limit was not always enough; inconclusive = no clear call, values can overlap the other calls; inactive = below about 31%; note: some results filed as inactive read as strong as hits
# PDI inh: PDI (human) enzyme inhibition | PDI insulin aggregation turbidity, A650, 90 min | inhibition, % at 10 µM | hit rate 0.052% among 350,000 | P07237 | AID 588391;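 active = mean inhibition across replicates of 30% or more, whatever share of single replicates reach that level; inconclusive = mean inhibition below 30% while every single replicate reaches 30%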;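 note: absorbance from insulin aggregation driven by PDI reduction with DTT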
# Target sequence (P07237 whole entry, looked up): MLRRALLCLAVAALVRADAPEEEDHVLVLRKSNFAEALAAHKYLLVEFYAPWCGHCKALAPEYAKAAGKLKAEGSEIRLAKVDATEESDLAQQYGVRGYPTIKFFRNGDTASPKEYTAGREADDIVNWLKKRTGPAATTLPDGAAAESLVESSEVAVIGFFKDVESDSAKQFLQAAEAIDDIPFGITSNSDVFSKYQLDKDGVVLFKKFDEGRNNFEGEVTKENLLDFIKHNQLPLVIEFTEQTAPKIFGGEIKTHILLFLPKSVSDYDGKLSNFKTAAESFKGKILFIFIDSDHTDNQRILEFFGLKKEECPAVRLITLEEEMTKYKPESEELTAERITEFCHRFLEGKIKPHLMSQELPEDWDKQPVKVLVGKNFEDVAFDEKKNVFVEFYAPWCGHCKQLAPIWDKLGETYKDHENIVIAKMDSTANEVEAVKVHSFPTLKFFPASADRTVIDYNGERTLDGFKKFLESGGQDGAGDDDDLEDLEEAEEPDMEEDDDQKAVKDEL
# Cardio protect: protects H9c2 cardiomyocytes from peroxide injury | H2O2 injury protection, ATPLite, 2 h | protection from H2O2 cell death, % at 20 µM | hit rate 0.63% among 360,000 | AID 588492;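 active = compounds giving at least 50% protection of heart cells from peroxide-induced death in the single-dose screen, raw or plate-pattern-corrected value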;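 note: 0% = DMSO wells with peroxide and 100% = DMSO wells without peroxide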
# N-glyco inh: N-linked glycosylation inhibition; reporter increase, % at 12.5 µM; AID 588692; hit rate 0.23% among 360,000; D54 ERlucT glycosylation luciferase reporter, 24 h; percent of 100 nM tunicamycin response;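 active = mean luciferase reporter signal, scaled so untreated is 0 and the glycosylation-blocking control 100, at or above a set limit in every replicate; inconclusive = mean reaches the limit but not every replicate does; inactive = mean below the limit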;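 note: luciferase carries N-glycosylation sites so blocking glycosylation raises the light; 0% = median of neutral control wells and 100% = median of 100 nM tunicamycin wells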
# HTR2A ag: agonists of mouse serotonin 5-HT2A receptor (HTR2A) | activation, % at 7.6 µM | CHO-K1 mHTR2A beta-arrestin complementation, luminescence; percent of 30 µM serotonin response | P35363 | hit rate 0.66% among 360,000 | AID 624169;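 active = activation above a run cutoff, the mean activation of all tested compounds plus 3 SD, cut at about 14% in these data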;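 note: 0% = plate median of compound wells and 100% = 30 µM serotonin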
# CaV13 FRET inh: Primary screen for inhibitors of IQ motif and Ca2+-dependent inactivation inhibitor domain binding in CACNA1D, Förster resonance energy transfer in living cells, …; hit rate 0.098% among 340,000; AID 743397; inhibition, % at 12.3 µM; HEK cells, CFP/YFP FRET ICDI-IQ, plate reader, 10 min; percent FRET-ratio fall versus neutral wells;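 active = mean replicate inhibition of at least 30% and at least 1% of replicates passing that level; inconclusive = only one of the two criteria is met; inactive = neither criterion is met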;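 note: 0% = median of the neutral control wells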
# MC4R ag barr: agonists of human melanocortin 4 receptor (MC4R) beta-arrestin. U2OS MC4R beta-arrestin complementation, luminescence; percent of melanotan II response, DMSO zero. AID 540308. activation, % at 8.9 µM. P32245. hit rate 0.98% among 360,000;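 active = activation above a per-plate cutoff, the mean activation of sample wells on that plate plus 3 SD, cut at about 8% in these data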
# aDG glyco act: alpha-DG glycosylation activation | Pro5-aDG cells, alpha-DG glycosylation AlphaScreen (IIH6); 0% Pro5, 100% B10-LARGE cell signal | activation, % at 10 µM | hit rate 0.22% among 360,000;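 active = activation of at least 8% versus controls, or a plate z-score of at least 8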;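 note: Pro5 are CHO cells carrying HIG-tagged alpha-DG that lacks glycosylation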
# Active calls of the source: *; ? = inconclusive; nt = no result given.
no.	Compound	Cardio protect	CaV13 FRET inh	PDI inh	aDG glyco act	MC4R antagonist	MC4R ag barr	HTR2A ag	N-glyco inh	ABCB6 inh 2	Vif inh
1	COc1ccccc1C(=O)NCCC(=O)NCc1ccccn1	4	-3	7	-0.3	6	-3.2	-6	-1	96	-1
2	CCCc1c(O)nc(SC2CC(=O)N(c3ccc(OC)cc3)C2=O)[nH]c1=O (stereo not drawn)	-1	-5	2	0.0	3	-2.7	-1	-1	99	-2
3	CC1(C)CC(N2CCOCC2)=CC(=S)N1	4	nt	nt	0.0	nt	nt	-10	3	92	-3
4	COc1cc(C(=O)NC(c2ccccc2)c2ccccc2)cc(Cl)c1OC	1	-4	9	0.2	16	2.4	-7	-1	94	-7
5	C=CCc1ccc(OCC(O)CN2CCC(Cc3ccccc3)CC2)c(OC)c1 (stereo not drawn)	-14	-7	3	1.6	10	1.6	-4	1	101	-4
6	O=C(CN1CC(=O)Oc2ccccc21)OCC(=O)c1cccc(Br)c1	60*	nt	-8	0.0	3	-2.0	-2	7	100	-10
7	c1cncc(-c2nn3c(Cn4nnc5ccccc54)nnc3s2)c1	10	-7	-5	0.5	-7	-0.3	6	0	95	7
8	Cc1ccc(F)cc1NS(=O)(=O)c1ccc(Cl)s1	-13	nt	-2	-0.3	5	-1.5	2	2	98	-2
9	Cc1cc(Br)ccc1NC(=O)CN(C)C(=O)c1ccccc1OCc1c(C)noc1C	7	-9	6	-0.2	8	0.0	-6	-1	95	nt
10	Cc1ccc(C)c(C(O)c2ncc(-c3cccc4ccccc34)[nH]2)c1 (stereo not drawn)	-6	-8	11	-0.1	7	-2.8	-3	-3	97	-4
11	Fc1ccc(C(Nc2ccccn2)c2c[nH]c3ccccc23)cc1 (stereo not drawn)	-11	-3	3	0.3	9	0.5	0	-2	101	1
12	COc1ccccc1C(=O)NCCC(=O)Nc1ccc(S(=O)(=O)Nc2ncccn2)cc1	5	-4	0	0.0	12	-0.9	-3	2	104	9
13	O=C(COc1ccc(Cl)cc1)NCc1nnc(SCC(=O)N2CCCC2)o1	1	-19	8	-0.2	-4	0.3	3	0	105	-14
14	COc1cccc(OC)c1C(=O)Nc1cccc(C(=O)Nc2cccc(C(=O)O)c2)c1	-7	-20	-3	0.0	12	-1.5	3	1	98	-9
15	Cc1ccc(S(=O)(=O)N2CCN(C(=O)CN3CCN(C)CC3)C2)cc1	2	-7	3	-0.1	2	1.2	1	1	102	9
16	CCCN1CCN(C(=O)Cn2nc(CC)n3c(cc4sccc43)c2=O)CC1	4	-10	nt	0.1	4	-0.3	3	-2	94	8
17	CC12CC3CC1C(C(=O)O2)C3C(=O)O (stereo not drawn)	5	-6	17	-0.2	-5	0.8	11	1	111	6
18	CCN(CC)C(=S)NCCc1ccccc1	-3	-5	-32	-0.4	0	-3.4	6	-1	99	nt
19	COCOc1cccc(CN2CCC(C)(Oc3cccc(C#N)c3)C2)c1 (stereo not drawn)	3	-5	-3	0.1	0	-0.2	-6	2	100	?
20	Cc1ccc(-c2nnn(CC(=O)N(CC3CCCO3)C(C(=O)NC(C)(C)C)c3ccc(F)cc3)n2)o1 (stereo not drawn)	-2	-5	0	-0.1	15	1.1	-3	1	98	-7

# The list continues.
no.	Compound	Cardio protect	CaV13 FRET inh	PDI inh	aDG glyco act	MC4R antagonist	MC4R ag barr	HTR2A ag	N-glyco inh	ABCB6 inh 2	Vif inh
21	CCCCCN(C(=O)CCC(=O)OC(C)C(=O)Nc1ccccc1C)c1c(N)n(CCCC)c(=O)[nH]c1=O (stereo not drawn)	-1	-5	5	0.6	4	0.7	5	0	98	-8
22	COc1ccc(-n2cccc2/C=C2/NC(=O)N(c3cccc(Cl)c3)C2=O)cc1	-2	-21	-7	-0.1	2	14*	-1	-6	93	-5
23	Cc1noc(C)c1C(=O)OCC(=O)Nc1ccc(N2CCOCC2)cc1	-2	-5	-3	-0.1	2	-1.7	6	2	93	6
24	CCc1nc2ccc(C(=O)Nc3cccc(OC)c3)cn2c1N(CCC(C)C)CCN(C)C	0	-5	8	2.1	19	0.0	-3	-3	97	-4
25	COc1cc(CN2CCN(S(=O)(=O)c3ccccc3)CC2)cc(OC)c1OC	-2	-2	9	0.1	-3	0.1	2	-2	97	-1
26	O=c1c(Cl)c(N/N=C/c2ccc(Br)cc2)cnn1-c1ccccc1	-15	-4	9	0.4	7	16*	1	-2	88	nt
27	O=C(NCc1ccccc1CN1CCCC1)c1cccc(S(=O)(=O)N2CCOCC2)c1	9	-2	-11	-0.2	-1	-1.2	-4	-2	96	8
28	CC(C)[C@H](NC(=O)Nc1cccc(Br)c1)C(=O)O	-2	-17	1	-0.3	-2	-1.2	0	-2	105	-1
29	Cc1cc(C)c2c(-n3cccc3)c(NC(=O)OCc3ccccc3)sc2n1	-10	0	-16	0.3	2	-0.3	-5	-1	99	1
30	Clc1ccc(N/N=C/c2cccs2)nn1	5	-6	-2	-0.1	7	-2.0	6	4	99	1
31	Cc1ccc(Sc2cnccc2C#N)cc1	-6	-2	-3	-0.1	20	0.8	-4	0	98	-6
32	NS(=O)(=O)c1ccc(N/N=C/c2ccc(O)cc2O)c([N+](=O)[O-])c1	5	-7	-3	-0.4	-21	-3.8	-11	0	96	-11
33	CC(C)CCn1c(=O)[nH]c2ccccc21	0	-7	-1	0.0	17	2.4	3	-1	102	-6
34	CCc1c(C)nc2c(C#N)c[nH]n2c1=O	10	-5	9	0.0	-2	-2.1	2	3	92	7
35	COc1cc(C#Cc2ccc3cc(CCCO)oc(=O)c3c2)cc(OC)c1	-12	-7	-1	0.3	-22	-2.6	-1	?	95	-4
36	CC1CCN(C(C)C(=O)Nc2ccccc2-c2ccccc2)CC1 (stereo not drawn)	-9	-6	-7	0.1	1	2.0	0	-8	93	-7
37	CC(=O)Nc1ccc(S(=O)(=O)N2CCC(c3nc4ccc(C)cc4[nH]3)CC2)cc1	8	-5	-1	-0.2	8	-0.8	0	4	97	3
38	CC(=O)Nc1cccc2c1C(=O)N(c1ccccc1C)C2=O	1	-28	4	-0.1	27	-2.1	3	0	102	-4
39	Cc1ccc(-c2nnc(N3CCCCC3)c3ccccc23)cc1S(=O)(=O)N1CCN(C)CC1	-5	nt	-4	0.3	9	-0.6	-5	2	105	1
40	Cc1cccc(N(CC(=O)NC2CCCCC2)C(=O)c2c(C)noc2C)c1	-7	-2	3	-0.3	10	0.6	0	0	128	-7

# (next part)
no.	Compound	Cardio protect	CaV13 FRET inh	PDI inh	aDG glyco act	MC4R antagonist	MC4R ag barr	HTR2A ag	N-glyco inh	ABCB6 inh 2	Vif inh
41	COc1cc(NC(=O)c2cccs2)c(C(=O)OCC(=O)c2cc(C)n(-c3ccc(F)cc3)c2C)cc1OC	5	-5	9	-0.5	2	-2.2	0	-6	103	-12
42	Cc1ccc(N(CCC#N)C(=O)COC(=O)C2CCN(S(=O)(=O)c3ccc4c(c3)OCCO4)CC2)cc1	-3	-6	-5	0.4	0	-3.8	-5	3	98	5
43	Cc1cccc(NC(=O)Nc2cnccn2)c1C	-1	-3	-6	0.1	1	-1.1	-1	-2	103	-2
44	CC(C)Oc1ccccc1C1NC(=O)CCC1[N+](=O)[O-] (stereo not drawn)	3	-5	-3	0.1	5	0.0	-4	-1	109	4
45	CCN1C(=O)CC(N2CCN(CC(=O)NC(C)C)CC2)C1=O (stereo not drawn)	14	-5	-2	0.0	-2	-1.1	5	1	96	-1
46	Cc1ccc(Cl)cc1N1CCN(C(=O)c2ccc(CS(=O)Cc3ccc(Cl)cc3)o2)CC1 (stereo not drawn)	6	-4	2	-0.1	7	1.2	-9	1	101	-10
47	O=C(O)c1cccc(Nc2ccnc(Nc3cccc(C(=O)O)c3)n2)c1	4	-20	-2	0.3	1	-2.3	3	-1	99	140*
48	C=C(C)c1nc(Oc2ccccc2)nc(Oc2ccccc2)n1	-14	-5	-2	1.9	5	-1.8	0	2	93	6
49	O=C(CSc1nc2c(cnn2-c2ccccc2)c(=O)[nH]1)N1CCCCC1	2	-16	6	-0.3	-6	1.8	0	2	98	-2
50	COc1ccc(NC(=O)COc2cccc3c2CCN(Cc2cccnc2)C3=O)cc1	-4	nt	-1	0.5	-2	-3.1	0	-4	96	-2
51	O=C(NN1C(=O)c2ccccc2NC1c1ccc([N+](=O)[O-])o1)c1ccccc1 (stereo not drawn)	5	-6	-12	1.5	17	-1.4	-1	3	101	-3
52	Cc1ccc(S(=O)(=O)c2nnn3c2nc(N2CCC(C(N)=O)CC2)c2ccccc23)cc1C	2	-15	-5	-0.5	6	-1.3	-7	-1	104	-3
53	O=C1c2ccccc2C(=O)N1Cc1cc(-c2ccc(Cl)cc2)no1	-14	-8	-4	0.0	6	7.2	-4	-1	96	nt
54	Cc1ccc(S(=O)(=O)N2CCCCC2)cc1C(=O)OC(C)C(=O)NCC1CCCCC1 (stereo not drawn)	-6	-3	2	0.3	2	-1.0	-1	-4	95	-20
55	COc1ccc(C(=O)N(C)c2ccccc2C(=O)NCCc2ccccc2)cc1	2	-5	-1	2.9	10	-2.0	4	-8	95	nt
56	Cc1ccc(NC(=O)C2CCN(S(=O)(=O)c3cccc4nonc34)CC2)nc1	5	-3	-3	-0.1	6	-1.8	3	1	96	-7
57	COc1ccc(CNC(=O)C(NC(C)=O)C(=O)Nc2ccc(C(C)C)cc2)cc1 (stereo not drawn)	1	-3	-11	0.6	-5	1.5	6	1	105	-2
58	Cc1ccc(O)c(C2=Nc3ccccc3N=C(c3ccco3)C2)c1	-4	-6	-2	0.0	0	2.8	0	-2	107	-4
59	COc1ccccc1NC(=S)c1ccccc1	0	-17	0	-0.2	7	-1.2	0	0	101	4
60	CCn1ncc2c(OCc3ccc(C#N)cc3)cc(C)nc21	1	nt	-1	0.6	-9	5.5	3	-5	100	4

# Further structures
no.	Compound	Cardio protect	CaV13 FRET inh	PDI inh	aDG glyco act	MC4R antagonist	MC4R ag barr	HTR2A ag	N-glyco inh	ABCB6 inh 2	Vif inh
61	Cc1cc(OCc2nc(-c3cccnc3)no2)c(C)cc1Br	-8	nt	-3	-0.3	4	-1.1	-2	-1	nt	36
62	COC(=O)c1ccc(NC2=CC(=O)CC(C)(C)C2)cc1	-2	0	6	3.6	4	-2.4	2	1	92	-3
63	COc1ccccc1CNC(=O)COC(=O)C12CC3CC(CC(O)(C3)C1)C2	1	-5	4	0.1	1	-1.1	4	0	97	-3
64	Cc1ccc(-n2c(=O)[nH]c3ncccc3c2=O)cc1	1	2	5	-0.2	-1	-1.1	-2	0	125	4
65	Cc1cc(C)n(CC(=O)n2c3c(c4ccccc42)CCCC3)n1	12	nt	2	-0.1	-2	-0.5	-2	1	101	12
66	COc1cc2c3c(c1OC)C1(C=CC(=NNC(N)=O)C=C1)CC3N(C(C)=O)CC2 (stereo not drawn)	5	-14	-4	-0.4	-3	-0.3	4	0	102	-4
67	CCOc1ccc(-c2ccc(NS(=O)(=O)c3cc([N+](=O)[O-])c(C)c([N+](=O)[O-])c3)cc2)nn1	-6	-5	-1	0.0	14	2.5	-5	-1	107	-15
